# TDP2 absorb – blocks human TDP2 phosphodiesterase activity. inhibition, % at 12.8 µM. O95551. recombinant TDP2, T5PNP hydrolysis, p-nitrophenol absorbance 415 nm. AID 720702. actives 0.34% (n = 370,000);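 active = inhibition above the mean of all tested compounds plus 3 SD, set per campaign, cut at about 25% in these data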;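 also: 0% = DMSO with enzyme and 100% = buffer with substrate but no TDP2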
#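 Assay system: recombinant human TDP2 / Reagent: T5PNP substrate at 5 mM, a TopII-DNA adduct mimic / Measured by: epi absorbance from released p-nitrophenol / Evaluation: % inhibition relative to enzyme-containing and enzyme-free wells / Control set: enzyme-free and DMSO wells / Replicates: each compound tested once, singlicate / Schedule: enzyme reaction with compound for 2 h at 37 °C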
# NR1D1 modulator – Rev-erb alpha (human) modulation | actives 0.79% (n = 370,000) | P20393 | Rev-erbα–FITC-DNA binding, fluorescence polarization, 90 min | activity, % at 10 µM;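 active = activity above about 14%, limit read from the data; passing the limit was not always enough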;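 also: 0% = DMSO wells with 35 nM protein and 100% = DMSO wells with 750 nM protein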
# Target sequence (P20393 whole entry, looked up): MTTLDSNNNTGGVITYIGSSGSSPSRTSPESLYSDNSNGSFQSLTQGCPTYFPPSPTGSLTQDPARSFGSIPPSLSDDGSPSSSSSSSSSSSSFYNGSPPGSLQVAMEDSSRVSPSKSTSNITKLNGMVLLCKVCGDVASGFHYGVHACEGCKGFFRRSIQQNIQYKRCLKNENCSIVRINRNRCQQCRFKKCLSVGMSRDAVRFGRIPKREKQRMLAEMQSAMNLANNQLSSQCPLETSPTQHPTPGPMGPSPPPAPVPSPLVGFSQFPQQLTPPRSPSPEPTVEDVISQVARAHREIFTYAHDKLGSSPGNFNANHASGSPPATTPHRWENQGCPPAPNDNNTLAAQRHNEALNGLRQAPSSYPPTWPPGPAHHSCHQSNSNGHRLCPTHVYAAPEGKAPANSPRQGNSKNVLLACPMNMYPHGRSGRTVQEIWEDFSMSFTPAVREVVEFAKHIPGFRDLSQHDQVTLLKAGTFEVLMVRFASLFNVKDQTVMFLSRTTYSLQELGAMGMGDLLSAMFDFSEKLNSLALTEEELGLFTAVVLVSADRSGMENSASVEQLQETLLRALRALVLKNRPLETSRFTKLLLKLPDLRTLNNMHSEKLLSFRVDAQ
# LEDGF integ inh – blocks HIV-1 LEDGF/p75-dependent DNA integration | TR-FRET IN-LEDGF/p75 DNA integration, Eu/Cy5 | inhibition, % at 3.7 µM | actives 0.64% (n = 370,000);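 active = inhibition above the screen-wide mean plus 3 SD, cut at about 13% in these data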;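 also: signal is the Cy5 over europium emission ratio at 671 and 618 nm; 0% = plate median of compound wells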
# ABHD4 inh – ABHD4 (mouse) inhibition, primary FP screen. AID 720543. actives 0.54% (n = 370,000). inhibition, % at 8.92 µM. purified mABHD4, FP-Rh probe fluorescence polarization. Q8VD66;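 active = inhibition exceeding the mean over every tested compound plus 3 SD, cut at about 30% in these data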;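 also: 0% = plate median of compound wells and 100% = S159A mutant with DMSO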
# Target sequence (Q8VD66 whole entry, looked up): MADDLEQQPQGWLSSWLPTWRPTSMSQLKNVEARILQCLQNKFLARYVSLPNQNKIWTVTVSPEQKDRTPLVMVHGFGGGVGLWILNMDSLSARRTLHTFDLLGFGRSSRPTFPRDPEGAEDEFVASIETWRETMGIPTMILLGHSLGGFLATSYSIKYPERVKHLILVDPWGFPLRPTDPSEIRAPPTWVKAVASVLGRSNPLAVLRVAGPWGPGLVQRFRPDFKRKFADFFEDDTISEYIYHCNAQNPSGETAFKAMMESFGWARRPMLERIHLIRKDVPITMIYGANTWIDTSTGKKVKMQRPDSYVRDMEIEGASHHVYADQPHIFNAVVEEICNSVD
#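 Assay system: Wild-type mouse ABHD4 protein | Medium: HEPES pH 7.0 buffer, 150 mM NaCl, 0.01% Pluronic F-127 | Incubation: Enzyme–compound pre-incubation 45 min, then probe 60 min, both 25 °C | Technique: Fluorescence polarization with parallel and perpendicular emission, 525/598 nm | Evaluation: % inhibition of FP-Rh probe binding versus controls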
# PG9 Ab binder – PG9 antibody binding by small molecule; inhibition, % at 6.7 µM; actives 0.43% (n = 360,000); AID 624416; TR-FRET gp120-PG9 antibody binding; in the data active = inhibition above about 8.5%
# TCR-CD3 inh – inhibitors of human TCR-CD3 interaction. AID 651800. actives 0.37% (n = 360,000). inhibition, % at 9.4 µM. TAMRA-labeled TCR probe fluorescence, biochemical; in the data active = inhibition above about 19%;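 also: recombinant mutant TCR 2C K166C tagged with TAMRA read by polarization; 0% = receptor in buffer alone and 100% = receptor with positive control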
# SIAE primary – blocks human sialic acid acetylesterase; inhibition, % at 9.66 µM; SIAE FP-Rh probe binding, fluorescence polarization; actives 0.69% (n = 370,000); AID 1053197;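 active = inhibition above a cutoff: mean of compounds within the control limits plus 3 SD of those, cut at about 17% in these data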;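 also: 0% = plate median of compound wells and 100% = probe without SIAE protein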
# PRMT1 inh – PRMT1 (human) inhibition, primary screen; inhibition, % at 2.79 µM; Q99873; actives 1.3% (n = 370,000); recombinant PRMT1, activity-based probe fluorescence polarization;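 active = inhibition above about 21% made by adding two undisclosed values, limit read from the data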
# rCAG binder – molecules binding r(CAG) RNA repeats; r(CAG) RNA repeat, TO-PRO-1 dye displacement fluorescence; inhibition, % at 3 µM; actives 1.3% (n = 370,000); AID 651821;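 active = inhibition above the plate cutoff, the mean of all test compounds on that plate plus 3 SD, cut at about 35% in these data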;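 also: 0% = DMSO alone and 100% = 100 µM mitoxantrone as full dye displacement; higher means more dye released from RNA so lower well fluorescence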
# HTRA1 inh – HTRA1 (human) protease inhibition. AID 504803. inhibition, % at 5.96 µM. actives 0.5% (n = 340,000). recombinant HTRA1, FP-rhodamine activity-based probe, fluorescence polarization; in the data active = inhibition above about 36%;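 also: 0% = enzyme with DMSO and 100% = wells lacking enzyme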
# An asterisk follows results filed as active; nt = not tested or not shown. Some of the compounds tested; rates above refer to the full screens.
Compound,TDP2 absorb,NR1D1 modulator,LEDGF integ inh,ABHD4 inh,PG9 Ab binder,TCR-CD3 inh,SIAE primary,PRMT1 inh,rCAG binder,HTRA1 inh
O=C(NCc1ccccn1)[C@@H]1CCCN1C(=O)[C@@H]1CCCN1,5,-4,-2,8,-0.8,2,-1,1,3,nt
CN1CCSc2ccc(C(=O)NCc3cccc(F)c3)cc21,7,-4,1,0,-0.2,5,3,15,6,4
Cc1nn(CC(=O)NC2CCCC2)c(C)c1[N+](=O)[O-],-9,-2,-2,5,0.7,0,-3,-2,1,-2
COc1cccc(CNC(=O)COC(=O)c2ccc(Cl)s2)c1,-5,7,4,-3,-2.0,0,-4,-1,1,8
O=C(CCC(=O)OCc1ccc(C(=O)Oc2ccccc2)cc1)Nc1cccc2ccccc12,2,3,0,3,1.1,8,1,0,0,0
Cc1c(C(=O)N(Cc2ccccc2)C(C)C)oc2ccc(S(=O)(=O)N3CCOCC3)cc12,9,2,0,4,-0.2,-3,0,-2,-4,0
c1ccc(-c2nnc(N3CCN(c4ccccn4)CC3)c3ccccc23)cc1,4,-6,0,-10,-0.9,-4,-3,-1,-2,-21
O=C(NC(c1ccc(F)cc1)c1cnccn1)C1CCN(CCOc2ccc(Cl)cc2Cl)CC1 (stereo not given),6,0,-3,6,-0.5,-6,-1,1,-1,nt
C=CCOC(=O)C1=C[C@H](C2CC2)[C@@H](CCCO)[C@H](OCC)O1,7,-8,-1,8,0.3,3,10,0,-6,0
CCOCCCn1c(SCc2ccccc2)nnc1-c1ccncc1,8,-9,-2,6,0.0,-7,1,4,-7,-1

# Brought forward from above: two entries, then new ones.
Compound,TDP2 absorb,NR1D1 modulator,LEDGF integ inh,ABHD4 inh,PG9 Ab binder,TCR-CD3 inh,SIAE primary,PRMT1 inh,rCAG binder,HTRA1 inh
C=CCOC(=O)C1=C[C@H](C2CC2)[C@@H](CCCO)[C@H](OCC)O1,7,-8,-1,8,0.3,3,10,0,-6,0
CCOCCCn1c(SCc2ccccc2)nnc1-c1ccncc1,8,-9,-2,6,0.0,-7,1,4,-7,-1
CNC(=O)COC(=O)/C=C/c1cccc(F)c1,-1,2,1,3,-0.4,6,12,1,0,2
CNC(=S)NCCc1ccc(OC)c(OC)c1,-8,2,0,10,-1.3,-4,2,-2,-2,0
COc1ccc(S(=O)(=O)N2CCC(C(=O)NC3CC3)CC2)cc1,-17,4,2,-6,0.3,-5,-1,-3,1,11
Cc1cccc(C(=O)Nc2cccc(OC(=O)c3cccc(C)c3)c2)c1,-9,4,1,-63,0.1,0,-72,1,9,-94
CN(Cc1ccco1)C(=O)c1ccc(OC2CCN(Cc3ccccn3)CC2)cc1,16,-4,0,-2,-2.0,8,0,-1,-3,7
O=C(C1=C[C@H](C2CCCCC2)C[C@H](OCc2ccc(CO)cc2)O1)N1CCOCC1,0,-2,-1,1,0.1,6,-1,0,-8,0
C/C=C/c1ccc(OCCOCCNCc2ccccc2)c(OC)c1,-4,0,-5,21,-1.0,-12,-6,4,-8,0
CCOC(=O)C1=C(COc2ccc(F)cc2Cl)NC(=O)NC1c1cc(C)ccc1C (stereo not given),-6,-4,1,10,1.3,5,-2,-4,-1,-6
COc1cccc(Nc2nc(-c3ccccc3)nc3ccccc23)c1,-11,7,1,-59,1.6,-3,-51,6,22,-120
COC(=O)N/N=C/c1cn(Cc2ccc(F)cc2)c2ccccc12,-2,-3,0,1,-1.2,5,7,-1,0,1
CC(=O)Nc1cccc(C(=O)Nc2ccc(S(=O)(=O)N3CCCCC3)cc2)c1,-6,6,3,-18,0.6,3,-14,-8,3,-19
CCC1S/C(=N\S(=O)(=O)c2cccs2)N(C2CCCCC2)C1=O (stereo not given),4,0,-2,-2,-1.6,-7,2,0,-4,-11
Cc1cc(NC(=O)c2ccc3c(c2)OCO3)ccc1NC(=O)c1ccco1,6,4,-1,2,0.2,6,-4,-1,1,-7
COc1ccccc1C(=O)C1CCCN(C(=O)c2cc(CC(C)C)nc(C)n2)C1 (stereo not given),4,-1,-3,2,-0.3,2,4,-3,-8,0
O=C1c2ccccc2C(O)N1CCN1CCOCC1 (stereo not given),0,1,-1,4,3.1,-5,6,1,0,8
C[C@@H](C(=O)N1CCNCC1)n1cc(CCCN=C(N)N)nn1,-3,-6,0,4,0.5,1,3,1,3,7
COc1ccc(N2CCN(C(=O)CN(c3ccc(OC)cc3)S(=O)(=O)c3ccccc3)CC2)cc1,14,1,6,-42,-1.2,11,1,4,27,1
CC(C)NC(=O)c1ccc(N(Cc2ccccc2)S(C)(=O)=O)cc1,6,7,-1,0,0.2,3,-4,-3,-4,-2
Cc1cccc(N(C(=O)Cn2nnc3ccccc32)C(C(=O)NCc2ccco2)c2ccncc2)c1 (stereo not given),-9,-5,0,7,-1.3,-2,-2,0,-8,7
COC(=O)c1ccc(NC(=O)CN(c2ccc(C)cc2)S(=O)(=O)c2c(C)n[nH]c2C)cc1,7,-3,0,-17,0.2,1,-9,1,3,-27
COCCn1c(CN2CC(C)CC(C)C2)nc2c1c(=O)n(C)c(=O)n2C (stereo not given),5,-1,0,4,1.8,-7,-2,3,-1,-6
O=C(NC(=S)NC1CCC(O)CC1)c1ccco1 (stereo not given),1,1,-6,5,0.0,-5,2,3,1,0
CCCCCN(C(=O)CCC(=O)OCC(=O)Nc1ccc(C)cc1F)c1c(N)n(CCCC)c(=O)[nH]c1=O,7,2,0,1,-2.3,4,-6,-1,-7,10
CCCc1cc(-n2ccnc2)n2c(nc3ccccc32)c1C#N,1,0,0,-8,-0.6,-3,-11,-6,-1,-10
CCN1CCN(c2nc3c(c(=O)n(C)c(=O)n3C)n2CCSc2ncccn2)CC1,4,-2,0,1,-1.1,0,-2,-1,-7,4
Cc1ccc(S(=O)(=O)Nc2ccc(Cl)cc2C(=O)c2ccc(F)cc2)cc1,-1,-2,-2,7,3.4,9,-4,1,20,-6
COc1ccc(N(C(=O)CSCC(=O)Nc2cc(C)on2)C(C(=O)NC2CCCCC2)c2ccc(O)c(O)c2)cc1 (stereo not given),-7,-4,-4,8,-2.2,4,4,3,4,31
COc1ccc(CCNC(=O)C(=O)Nc2ccc3c(c2)OCCO3)cc1OC,2,-7,0,1,1.9,-7,5,2,-3,-1
CCOC(=O)C1=CN(Cc2ccco2)S(=O)(=O)N(C)C1c1ccccc1 (stereo not given),5,3,-9,6,-1.2,-9,0,5,3,-7
CC(C)CC(C(=O)NC(C)(C)C)N(CC1CCCO1)C(=O)c1snc(C(N)=O)c1N (stereo not given),-3,-1,-5,-1,-2.4,-5,-7,2,-7,2
O=C(NC(=S)Nc1ccc2[nH]c(=O)[nH]c2c1)c1cccc(F)c1,3,-5,2,-2,-1.8,-1,-6,-4,1,-2
Cc1sc2ncnc(OCC(=O)NC(C)C(C)C)c2c1C (stereo not given),-6,-10,0,0,-1.0,0,3,2,-4,1
Cc1ccc(CS(=O)Cc2ccc(C(=O)NCc3ccccc3Br)o2)cc1 (stereo not given),10,1,-2,-2,1.7,1,3,3,-5,-6
COc1ccc2c(c1)C(C)(CCN)C(=O)N2C (stereo not given),3,0,3,4,-0.2,0,8,-4,2,-5
O=C1OCCC1=COCCCCCOC=C1CCOC1=O,8,5,2,5,-0.3,-3,4,1,1,0
C=CCn1c(COc2ccccc2F)nnc1SCC(=O)N1CC(=O)Nc2ccccc21,8,3,-3,0,-1.4,-1,-2,0,-6,7
Cn1c2ccc(F)cc2c2ncn(Cc3ccco3)c(=O)c21,-3,-6,6,-6,-1.8,6,6,22*,4,-5
Cc1ccc(NC(=O)C2CCCN(S(=O)(=O)c3c(C)noc3C)C2)c(Br)c1 (stereo not given),0,2,-1,1,-2.6,4,5,-1,-5,5
Cc1cccc(Nc2nnc(SC(C)C(=O)NC3CC3)s2)c1 (stereo not given),6,1,3,-9,0.2,1,2,-3,3,5
Cc1cc(C(=O)NC2CCCCC2)on1,6,-4,0,2,-1.6,0,1,-2,0,3
O=C1C2CCCN2C(c2cccs2)N1c1ccc(F)cc1 (stereo not given),5,3,4,1,0.6,-3,-1,-4,4,0
Cc1cccc(CN2CCN(CC(C)C)C(CCO)C2)n1 (stereo not given),6,-8,1,0,0.9,0,1,3,3,4
O=C(NCCCCCCNC(=O)c1ccncc1)c1ccncc1,-3,-4,-3,-6,0.4,-14,-1,4,-4,-9

# Twelve entries from above, with values under each structure:
# Second line of a record: TDP2 absorb, NR1D1 modulator, LEDGF integ inh, ABHD4 inh, PG9 Ab binder, TCR-CD3 inh, SIAE primary, PRMT1 inh, rCAG binder, HTRA1 inh
Cc1sc2ncnc(OCC(=O)NC(C)C(C)C)c2c1C (stereo not given)
  -6, -10, 0, 0, -1.0, 0, 3, 2, -4, 1
Cc1ccc(CS(=O)Cc2ccc(C(=O)NCc3ccccc3Br)o2)cc1 (stereo not given)
  10, 1, -2, -2, 1.7, 1, 3, 3, -5, -6
COc1ccc2c(c1)C(C)(CCN)C(=O)N2C (stereo not given)
  3, 0, 3, 4, -0.2, 0, 8, -4, 2, -5
O=C1OCCC1=COCCCCCOC=C1CCOC1=O
  8, 5, 2, 5, -0.3, -3, 4, 1, 1, 0
C=CCn1c(COc2ccccc2F)nnc1SCC(=O)N1CC(=O)Nc2ccccc21
  8, 3, -3, 0, -1.4, -1, -2, 0, -6, 7
Cn1c2ccc(F)cc2c2ncn(Cc3ccco3)c(=O)c21
  -3, -6, 6, -6, -1.8, 6, 6, 22*, 4, -5
Cc1ccc(NC(=O)C2CCCN(S(=O)(=O)c3c(C)noc3C)C2)c(Br)c1 (stereo not given)
  0, 2, -1, 1, -2.6, 4, 5, -1, -5, 5
Cc1cccc(Nc2nnc(SC(C)C(=O)NC3CC3)s2)c1 (stereo not given)
  6, 1, 3, -9, 0.2, 1, 2, -3, 3, 5
Cc1cc(C(=O)NC2CCCCC2)on1
  6, -4, 0, 2, -1.6, 0, 1, -2, 0, 3
O=C1C2CCCN2C(c2cccs2)N1c1ccc(F)cc1 (stereo not given)
  5, 3, 4, 1, 0.6, -3, -1, -4, 4, 0
Cc1cccc(CN2CCN(CC(C)C)C(CCO)C2)n1 (stereo not given)
  6, -8, 1, 0, 0.9, 0, 1, 3, 3, 4
O=C(NCCCCCCNC(=O)c1ccncc1)c1ccncc1
  -3, -4, -3, -6, 0.4, -14, -1, 4, -4, -9

# Source: PubChem BioAssay (several laboratories)
